# PTHR1 ag = activates the human parathyroid hormone receptor PTHR1. Potency, µM (series often up to 115 µM), for the others: top-dose activation, most hits filed as activators. Q03431. 410,000 compounds, 0.075% hits. HEK293 GP2 PTHR1 cells, GloSensor cAMP luminescence, 1 h. AID 743266; also: potency is read from the fitted curve at half-maximal effect; nearly all actives have a fitted effect of over 55% in size; some results filed as inactive show a strong effect at the top dose; inactives centre near -15; many of its hits are not listed in these tables
# Target sequence (Q03431 whole entry, looked up): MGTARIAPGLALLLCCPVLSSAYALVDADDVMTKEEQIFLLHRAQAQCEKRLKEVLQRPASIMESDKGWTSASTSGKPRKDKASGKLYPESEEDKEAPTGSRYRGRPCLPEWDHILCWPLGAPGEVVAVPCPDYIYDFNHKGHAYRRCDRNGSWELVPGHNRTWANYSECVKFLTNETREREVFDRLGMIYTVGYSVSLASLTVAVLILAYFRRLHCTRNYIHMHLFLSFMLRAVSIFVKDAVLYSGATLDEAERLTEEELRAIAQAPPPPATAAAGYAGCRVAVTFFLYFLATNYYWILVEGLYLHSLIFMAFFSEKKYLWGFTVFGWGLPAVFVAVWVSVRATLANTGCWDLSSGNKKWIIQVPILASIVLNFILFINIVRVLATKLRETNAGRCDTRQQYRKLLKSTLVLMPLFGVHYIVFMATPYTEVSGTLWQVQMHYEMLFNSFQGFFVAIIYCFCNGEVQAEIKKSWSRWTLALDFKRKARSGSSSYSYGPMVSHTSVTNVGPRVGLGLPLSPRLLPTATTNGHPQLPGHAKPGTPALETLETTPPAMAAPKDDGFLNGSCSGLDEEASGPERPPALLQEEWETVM
#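 HEK-293-derived GP2 cells expressing PTHR1 and a GloSensor cAMP reporter, 3,000/well, plated overnight, given luciferin plus IBMX (each 0.5 mM as added) for 1 h at 37 °C, then compound for 1 h at 37 °C. Luminescence was read after 15 min at room temperature.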
# GLP-1R inv ag = inverse agonists of human GLP-1 receptor; AID 624417; Potency, µM (doses to about 38.3 µM), for the others: at the top dose activity change, negative = inhibition, most hits filed as inhibitors; HEK293 GLP-1R CRE-luciferase, luminescence, 24 h; GLP-1R form is constitutively active; P43220; 410,000 compounds, 1.6% hits; also: potency is read from the fitted curve at half-maximal effect; % is scaled to controls: 0 for no effect and ±100 for the full control effect; nearly all actives have a fitted effect of over 55% in size
# Target sequence (P43220 whole entry, looked up): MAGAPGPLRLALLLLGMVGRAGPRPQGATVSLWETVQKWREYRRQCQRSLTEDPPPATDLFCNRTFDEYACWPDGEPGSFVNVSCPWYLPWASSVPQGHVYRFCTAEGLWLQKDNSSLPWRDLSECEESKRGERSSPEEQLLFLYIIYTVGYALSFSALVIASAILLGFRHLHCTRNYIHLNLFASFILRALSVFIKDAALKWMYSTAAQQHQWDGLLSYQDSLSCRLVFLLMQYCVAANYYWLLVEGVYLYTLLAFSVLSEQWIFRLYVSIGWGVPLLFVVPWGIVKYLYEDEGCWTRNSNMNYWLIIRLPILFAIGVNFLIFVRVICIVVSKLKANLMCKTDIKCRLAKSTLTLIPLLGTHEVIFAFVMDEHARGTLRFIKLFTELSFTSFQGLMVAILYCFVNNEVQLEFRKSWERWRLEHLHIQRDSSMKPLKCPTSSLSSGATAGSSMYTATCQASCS
#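 Cells are plated, allowed 12 hours at 37 deg C, then treated with compounds for 24 hr before luciferase detection reagent is added and luminescence is read after 12 min at room temperature. The HEK293 line carries constitutively active GLP-1R with a cAMP-responsive reporter.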
# FUS suppressor = rescues growth of FUS-expressing yeast | 390,000 compounds, 0.24% hits | S. cerevisiae FUS-expressing, growth rescue, OD600, 24 h | Potency, µM (doses to about 76.6 µM), without a hit: at the highest dose growth rescue (activation), most hits filed as activators | AID 1347120;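 also: potency is read from the fitted curve at half-maximal effect; plate controls were DMSO vehicle for no effect and reference control for full effect; nearly all actives have a fitted effect of over 55% in size; some results filed as inactive show a strong effect at the top dose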
#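 Toxicity suppression screen in FUS-yeast. Cells induced with 2% galactose, starting OD 0.005, treated 24hr at 30C with compounds at multiple final concentrations; growth by OD600.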
# D3 antag = D3 dopamine receptor (human) antagonism; P35462; D3R cells, DiscoveRx beta-arrestin luminescence, antagonist mode; stronger effect = lower value; max response, negative = inhibition, %; 360,000 compounds, 2.5% hits; AID 652054; in the data active = max response below about -50%; inconclusive = no clear call, values can overlap the other calls; also: % is scaled to controls: 0 for no effect and ±100 for the full control effect; mostly tested at two doses, the higher about 12 µM
#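 Cells plated overnight at 1500 cells/well, then exposed to library compounds with dopamine controls for 90 minutes at 37 degrees C. DiscoveRx reagent added for 30–60 minutes at room temperature; luminescence read, quantitative HTS format.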
# TDP-43 yeast inh = TDP-43 toxicity inhibition in yeast; TDP-43 expressing yeast growth rescue, BacTiter-Glo, 24 h; AID 652104; 410,000 compounds, 1.8% hits; Potency, µM (doses to about 46.1 µM), without a hit: top-dose growth rescue (activation), hits mostly activators; also: potency is read from the fitted curve at half-maximal effect; % of control where 0% means no effect; nearly all actives have a fitted effect of over 50% in size
#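 Yeast expressing TDP-43 (pregrown in raffinose, seeded at OD600=0.02 in galactose medium) exposed to compounds 24 hr at 30 deg C. Growth read by BacTiter-Glo luminescence; rescue of toxicity appears as increased signal.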
# aSyn yeast inh = alpha-synuclein toxicity inhibition in yeast | Yeast expressing alpha-synuclein, growth rescue, BacTiter-Glo, 24 h | Potency, µM (highest dose often 46.1 µM), for the others: at the highest dose growth rescue (activation), most hits filed as activators | 370,000 compounds, 0.14% hits | AID 652106; also: potency is read from the fitted curve at half-maximal effect; % of control where 0% means no effect; nearly all actives have a fitted effect of over 65% in size
#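 Rescue of yeast growth: cells expressing toxic alpha-synuclein, induced in galactose at OD600 0.02, incubated with compound 24 h at 30 C. ATP luminescence quantified growth; inhibitors of toxicity appear as activators.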
# Abeta rescue = A-beta toxicity reversal in yeast; yeast expressing A-beta42, growth rescue, OD600, 48 h; response scale: 0% DMSO, 100% iron-clioquinol control; AID 1347071; Potency, µM (highest dose often 46.1 µM), for inactives: at the highest dose growth rescue, actives largely listed as activators; 410,000 compounds, 0.063% hits; also: potency is read from the fitted curve at half-maximal effect; nearly all actives have a fitted effect of over 55% in size
#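 Growth rescue measured by 600 nm absorbance after 48 h yeast culture at 30 C with compound. Values normalized between DMSO and an equimolar ferric chloride plus clioquinol control.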
# pAkt inh = inhibitors of Akt phosphorylation; Neuro2A IGF-stimulated pAkt S473 HTRF, 20 min; stronger effect = lower value; activity change, % for hits at 50 µM; 360,000 compounds, 0.32% hits; AID 651550; in the data active = activity change below about -80%; inconclusive = mostly about -51% to -80%; also: % is scaled to controls: 0 for no effect and ±100 for the full control effect
#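 Single-point screen (50 µM final compound) in Neuro2A cells stimulated 20 min with 6 nM IGF at 37 deg C. After lysis, Ser473-phosphorylated Akt read by HTRF (ex 330 nm, em 615/665 nm) as the 665/615 ratio.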
# GLP1R ag = GLP-1 receptor (human) agonism. P43220. HEK293 GLP-1R CRE-luciferase, luminescence, 4-6 h; cells express a hypersensitive GLP-1R form. Potency, µM (series often up to 45.6 µM), without a hit: at the top dose activation, usual class: activators. 380,000 compounds, 0.007% hits. AID 624172; also: potency is read from the fitted curve at half-maximal effect; % of control where 0% means no effect
# An asterisk follows results filed as active; i = inactive; ? = inconclusive; . = no result given; & = joins results of further samples; [ ] = dose if it differs, or a comment. Unless noted, calls follow the shape of the dose curve; as a rule, active = well fitted curve in the direction sought with a large enough effect; inconclusive = small, poorly fitted or top-dose-only effect, or another doubt; inactive = no such curve, though single readings can be large; an effect the other way counts as inactive or inconclusive. The list is partial; the hit share may differ from the screen's.
SMILES,PTHR1 ag,GLP-1R inv ag,FUS suppressor,D3 antag,TDP-43 yeast inh,aSyn yeast inh,Abeta rescue,pAkt inh,GLP1R ag
Cc1cccc(Oc2ccc(NC(=O)c3ccccc3C(=O)O)cc2)c1C,-7%,7%,0%,5,?,11%,-2%,i,23%
CCS(=O)(=O)n1nc(-c2ccc(C)cc2)nc1N,-12%,42%[activator],-4%,5,0%,-1%,29%,i,-8%
COc1cc(C)nc(Oc2ccc(/C=N/O)cc2)n1,i,20%,-3%,-20,18%,2%,18%,i,1%
Cc1cc2cc(C)c(NCCNC(=O)c3cccs3)nc2cc1C,12%,2%,6%,-15,-32%[inhibitor],-5%,-49%[inhibitor],i,17%
CCOC(=O)c1c(-c2ccccc2)nc2ccc(C)cn12,0%[57.5 µM],0%,13%,9,-48%[inhibitor],-29%,-29%,i,22%
CCCC(=O)Nc1nnc(Cc2ccccc2)s1,i,0%,21%,-3,?,8%,4%,i,8%
C=CCn1cccc(C(=O)Nc2ccc(Cl)cc2)c1=O,-39%[inhibitor],?,-14%,1,10µM*,2%,-4%,i,0%
Nc1cc2c(cc1Cl)-c1ccccc1C2=NO,-51%[inhibitor],?,.,0,?,?,-39%[inhibitor],i,-3%
CCOC(=O)Nc1ccc2c(c1)N(C(=O)CN)c1ccccc1CC2,-93%,?,32%,1,24%,0%,9%,i,-3%
CCN1CCN(CC(=O)N2N=C(c3ccc(OC)cc3)CC2c2ccc(OC)cc2)C(=O)C1=O (stereo not given),i,2%,5%,10,2%,-1%,-1%,i,7%
C=CCc1cc(Cl)ccc1OCCCNCCO,-14%,?,-32%,?,-1%,4%,-6%,i,5%
O=C(O)c1ccc(Cl)c(S(=O)(=O)N(Cc2ccccc2)c2ccccc2)c1,-4%,-12%,18%,-3,8%,5%,20%,i,1%
CCOC1=C2[C@@H](CN(S(=O)(=O)c3ccc(C)cc3)[C@H]2c2ccccc2F)[C@H]2C(=O)N(C3CCCCC3)C(=O)[C@H]2C1,-22%,19%,-13%,4,20%,2%,-6%,i,0%
CCC(C)[C@H](NC(=O)c1cn(CC)c2cc3c(cc2c1=O)OCO3)C(=O)NCCCn1ccnc1 (stereo not given in full),-13%,7%,15%,6,-18%,1%,-9%,i,-5%
Cn1c(C(=O)NN)cc2cc(OCc3ccccc3)ccc21,i,?,-9%,10,28%,-13%,-41%[inhibitor],i,1%
O=S(=O)(Cc1noc(-c2ccc(Cl)cc2)n1)Cc1ccco1,i,15%,31%,-24,-7%,9%,2%,i,12%
CC1CCN(S(=O)(=O)c2cn(CC(=O)Nc3cccc(C(F)(F)F)c3)c(=O)c3ccccc23)CC1,i,?,13%,.,21%,.,4%,.,-2%
O=C(Nc1ccccc1-c1nc2ccccc2s1)c1ccc(F)cc1,i,10%,-14%,.,-4%,.,-5%,.,.
Cc1ccc(-c2nnc(SCC#CCOC(=O)c3cccs3)o2)cc1,i,-10%,25%,34,?,-11%,-5%,i,0%
CCN(C[C@H]1N[C@@](CC)(C(=O)OC)[C@H]2C(=O)N(Cc3ccccc3)C(=O)[C@@H]12)S(=O)(=O)c1ccc(OC)cc1,-14%,-7%,5%,-24,-1%,-1%,-4%,i,0%

# Ordered by molar mass (smallest number first): some entries from above
SMILES,PTHR1 ag,GLP-1R inv ag,FUS suppressor,D3 antag,TDP-43 yeast inh,aSyn yeast inh,Abeta rescue,pAkt inh,GLP1R ag
Cn1c(C(=O)NN)cc2cc(OCc3ccccc3)ccc21,i,?,-9%,10,28%,-13%,-41%[inhibitor],i,1%
Cc1ccc(-c2nnc(SCC#CCOC(=O)c3cccs3)o2)cc1,i,-10%,25%,34,?,-11%,-5%,i,0%
O=C(O)c1ccc(Cl)c(S(=O)(=O)N(Cc2ccccc2)c2ccccc2)c1,-4%,-12%,18%,-3,8%,5%,20%,i,1%
CCN1CCN(CC(=O)N2N=C(c3ccc(OC)cc3)CC2c2ccc(OC)cc2)C(=O)C1=O (stereo not given),i,2%,5%,10,2%,-1%,-1%,i,7%
CCC(C)[C@H](NC(=O)c1cn(CC)c2cc3c(cc2c1=O)OCO3)C(=O)NCCCn1ccnc1 (stereo not given in full),-13%,7%,15%,6,-18%,1%,-9%,i,-5%
CC1CCN(S(=O)(=O)c2cn(CC(=O)Nc3cccc(C(F)(F)F)c3)c(=O)c3ccccc23)CC1,i,?,13%,.,21%,.,4%,.,-2%
CCN(C[C@H]1N[C@@](CC)(C(=O)OC)[C@H]2C(=O)N(Cc3ccccc3)C(=O)[C@@H]12)S(=O)(=O)c1ccc(OC)cc1,-14%,-7%,5%,-24,-1%,-1%,-4%,i,0%
CCOC1=C2[C@@H](CN(S(=O)(=O)c3ccc(C)cc3)[C@H]2c2ccccc2F)[C@H]2C(=O)N(C3CCCCC3)C(=O)[C@H]2C1,-22%,19%,-13%,4,20%,2%,-6%,i,0%

# Next part.
SMILES,PTHR1 ag,GLP-1R inv ag,FUS suppressor,D3 antag,TDP-43 yeast inh,aSyn yeast inh,Abeta rescue,pAkt inh,GLP1R ag
CNC(=O)c1ccc(NC(=O)c2ccc3c(=O)n4c(nc3c2)CCC4)cc1,i,6%,3%,18,9%,-9%,-7%,i,3%
O=C(N/N=C/c1ccncc1)c1cccc(NC(=O)c2ccccc2Cl)c1,i,5%,4%,1,-9%,-5%,-8%,i,8%
OC1(C#Cc2c(-c3ccsc3)oc3ccc(N4CCOCC4)cc23)CCCCC1,i,?,?,62,?,-3%,-3%,i,34%
COCCn1c(C)c(C)c(S(=O)(=O)c2ccccc2)c1N,i,-5%,-2%,1,0%,-2%,?,i,-3%
CCOc1ccc(NC(=O)c2cc3c(s2)-c2ccccc2OC3)cc1,-30%,?,1%,.,-2%,.,-16%,.,.
O=C(Nc1ccc(F)c(Cl)c1)N1CCCCCC1,-13%,-18%,11%,-3,10%,-14%,8%,i,-3%
Cc1cc(/C=C(/C#N)c2cccc(Cl)c2)c(C)n1C,i,1%,-4%,2,15%,3%,10%,i,-2%
COc1ccc(/C=C/c2noc(-c3ccccc3O)n2)cc1,i,-10%,31%,6,-4%,0%,-17%,i,-14%
COc1ccc(N2CCN(CCCNC(=O)c3ccc4nc(N5CCCCC5)sc4c3)CC2)cc1,i,1%,18%,.,6%,.,-13%,.,.
CCOCN(C(=O)Cn1c(CC(C)C)nc2ccccc21)c1c(C)cccc1CC,-6%,11µM*,12%,.,20%,.,9%,.,-4%
Cc1cc(O)c(CN2CCN(c3ccc(F)cc3)CC2)c2oc(=O)cc(C)c12,i,2%,-3%,.,16%,.,-4%,.,.
COc1ccc(C(=O)C2CCCN(C(=O)CSC)C2)cc1OC (stereo not given),-24%,12%,-13%,-7,-6%,1%,-8%,i,-6%
Cc1ccc2nc(C(F)C(F)(F)F)[nH]c2c1 (stereo not given),i,13%,-6%,-5,-30%[inhibitor],-6%,-2%,i,5%
Nc1c(C(=O)NCc2ccco2)nnn1CC(=O)Nc1ccc2c(c1)OCO2,i,-5%,11%,-28,-2%,-1%,8%,i,2%
COc1ccc(N(C(=O)COc2ccc(F)cc2)S(=O)(=O)c2ccc(C)cc2)cc1,i,-9%,.,7,-18%,7%,-4%,i,-27%
O=C(/C=C/c1ccco1)Nc1cccnc1,i,49%[activator],11%,11,-11%[9.22 µM],-1%,4%,i,3%
O=C(CNC(=O)c1ccc(Br)o1)NCc1ccccc1Cl,i,-12%,5%,9,-11%,9%,-9%,i,-5%
O=C(NC1CCCC1)C(c1ccc(F)cc1)N(C(=O)Cc1cccs1)c1ccc2c(c1)OCCO2 (stereo not given),i,0%,12%,10,-12%,-3%,15%,.,2%
O=S(=O)(c1ccc(Cl)s1)N1CCN(Cc2ccccc2)CC1,i,?,7%,-59*,-2%,7%,8%,i,0%
CCOc1ccccc1NC(=O)c1cc(Cl)ccc1NC(=O)c1ccco1,i,-5%,17%,4,-12%,1%,2%,i,8%
N#C/C(=C(\O)C(F)(F)F)c1nnc2n1CCCCC2,i,12%,-4%,-9,7%,-8%,18%,i,-8%
CCN1CCN(CCCNC(=O)CS(=O)(=O)Cc2nc(-c3cccc(OC)c3)oc2C)CC1,i,6%&1%,-4%&-11%,2,-15%&9%,2%,-22%&-7%,i,7%
COc1ccc(N(C(C)C(=O)Nc2ccc(S(=O)(=O)N3CCCCC3)cc2)S(C)(=O)=O)cc1 (stereo not given),-24%,?,?,2,-8%,2%,-10%,i,2%
COc1ccccc1NC(=O)COc1ccc(/C=N/NS(=O)(=O)c2ccc(C)cc2)cc1,i,0%,20%,13,6%,-2%,4%,i,1%
Cc1ccc(CN2CCN(Cc3ccc(-n4cccn4)cc3)CC2CCO)cc1 (stereo not given),-18%,?,5%,3,-7%,2%,2%,i,0%
O=C(N=Nc1c(O)[nH]c2ccc(Br)cc12)c1cc(-c2cccs2)nc2ccccc12,i,6%,15%,13,-5%,3%,4%,i,-1%
COc1ccc(N2CCN(C(CNC(=O)c3cccs3)c3ccco3)CC2)cc1 (stereo not given),i,?,4%,-9,9%,-5%,21%,i,0%
CC1CCCC(NC(=O)C2CCN(S(=O)(=O)c3cccc4nonc34)CC2)C1C (stereo not given),-6%,9%,-14%,-5,14%,5%,-8%,i,11%
COc1ccc(-n2c(CN3CCC(C(N)=O)CC3)nc3ccc([N+](=O)[O-])cc3c2=O)c(OC)c1,-6%,3%,8%,-3,6%,15%,-1%,i,11%
COc1cccc2cc3c(=O)oc4ccccc4c3nc12,-1%[57.5 µM],15%,19%,?,-7%,9%,-8%,i,0%

# Screening results (PubChem)
